RXFP1 antagonist – blocks the human relaxin receptor RXFP1 | HEK293-RXFP1, relaxin-stimulated cAMP HTRF, 30 min; stronger effect = lower value | activity change, negative = inhibition, % at 57.5 µM | 350,000 tested, 0.59% active | AID 1259400;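 active = activity change of -60% or lower, but not beyond a set lower limit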; also: % is scaled to controls: 0 for no effect and ±100 for the full control effect
Target sequence (Q9HBX9 whole entry, looked up): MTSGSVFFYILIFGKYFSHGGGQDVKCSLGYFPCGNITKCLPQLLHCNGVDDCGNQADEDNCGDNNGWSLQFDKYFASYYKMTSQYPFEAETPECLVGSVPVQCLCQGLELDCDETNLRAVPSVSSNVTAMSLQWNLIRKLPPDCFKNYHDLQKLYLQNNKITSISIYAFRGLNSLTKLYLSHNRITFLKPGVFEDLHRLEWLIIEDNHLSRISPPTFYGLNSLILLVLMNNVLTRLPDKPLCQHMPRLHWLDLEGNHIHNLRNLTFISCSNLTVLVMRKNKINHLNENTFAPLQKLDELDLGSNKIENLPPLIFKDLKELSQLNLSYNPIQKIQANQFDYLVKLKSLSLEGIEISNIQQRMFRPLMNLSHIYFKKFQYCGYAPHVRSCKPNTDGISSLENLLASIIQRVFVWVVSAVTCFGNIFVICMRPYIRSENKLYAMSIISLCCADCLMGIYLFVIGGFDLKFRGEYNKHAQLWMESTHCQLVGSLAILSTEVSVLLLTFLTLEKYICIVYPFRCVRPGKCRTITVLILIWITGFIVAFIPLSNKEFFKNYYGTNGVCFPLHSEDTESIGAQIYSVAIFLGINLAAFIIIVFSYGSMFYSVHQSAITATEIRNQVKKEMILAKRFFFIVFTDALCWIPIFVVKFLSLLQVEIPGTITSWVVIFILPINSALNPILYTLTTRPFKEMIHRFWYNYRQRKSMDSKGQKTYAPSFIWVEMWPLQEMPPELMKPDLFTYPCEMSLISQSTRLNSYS
D1 potentiator – potentiators of human D1 dopamine receptor | AID 504651 | potentiation, % at 10 µM | HEK293 TREx D1 cells, calcium flux, dopamine EC20 potentiation | 360,000 tested, 0.036% active; in the data active = potentiation above about 30%; also: 0% is about no effect
TRHR agonist – agonists of human TRH receptor; P34981; TRHR cells, calcium flux fluo-8, FDSS agonist mode; activation, % at 2 µM; 360,000 tested, 0.18% active; AID 493084; also: 0% is about no effect
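In this calcium-flux screen, cells bearing human TRHR are dye-loaded with fluo-8, baselined for 10 cycles, then exposed to library compounds; positive kinetic calcium responses during the agonist phase mark hits, with TRH as control.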
D2 PAM – positively modulates the human D2 dopamine receptor allosterically. HEK293 T-REx D2, calcium flux, EC20 dopamine potentiation. 340,000 tested, 0.34% active. potentiation, % at 10 µM. P14416;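 active = potentiation over 3 SD above the plate norm, cut at about 30% in these data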; also: 0% is about no effect
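Potentiation of an EC20 dopamine calcium response measured kinetically over 180 s, after a preceding 180 s compound-only read flagging agonists. Cells: inducible Hek293 Trex D2 line, 4000/well, cultured overnight at 30 C before dye loading.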
D2 agonist – agonists of human D2 dopamine receptor; P14416; HEK293 T-REx D2 cells, calcium flux agonist mode; activation, % at 2 µM; 340,000 tested, 0.53% active; AID 485358;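 active = activation over 3 SD above normal in the single-dose calcium agonist read, cut at about 30% in these data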; also: 0% is about no effect
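HEK293 Trex D2 cells, tetracycline-induced, o/n 30 C 5% CO2; no-wash Ca dye, RT 30–90 min; 10-cycle baseline, 23 nl cpd added, kinetic Ca read 180 s; agonist hits = positive Ca response.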
TRHR enhancer – allosterically enhances the human TRH receptor; AID 493056; 360,000 tested, 0.66% active; P34981; TRHR cells, fluo-8 calcium fluorescence, EC20 TRH enhancement; enhancement, % at 2 µM; in the data active = enhancement above about 30%; also: 0% is about no effect
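TRHR-expressing cells loaded with fluo-8 calcium dye were read kinetically (ex 480/em 530) during compound addition, then stimulated with an EC20 of TRH (10 nM final). Enhancement of the Gq-mediated intracellular calcium response was scored.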
D1 antag – human D1 dopamine receptor antagonism. P21728. HEK293 TREx D1 cells, calcium flux, dopamine EC80; stronger effect = lower value. activity change, negative = inhibition, % at 10 µM. 360,000 tested, 3.2% active; in the data active = activity change below about -30%; also: % is scaled to controls: 0 for no effect and ±100 for the full control effect
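Tetracycline-induced HEK293 Trex D1 cells, force-coupled to calcium, dye-loaded; compounds added and read 180 s, then EC80 dopamine added and calcium flux tracked kinetically another 180 s.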
D1 ag – activates the human D1 dopamine receptor. P21728. HEK293 T-REx D1 cells, calcium flux, agonist mode. activation, % at 2 µM. 360,000 tested, 1% active. AID 504660; also: 0% is about no effect
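Agonism was scored from calcium flux recorded over 180 s (1 read/s) after pintool compound addition, following a 10-cycle baseline. Cells were inducible force-coupled HEK293 TREx D1, plated overnight at 30 C and loaded with no-wash calcium dye.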
D2 antagonist – antagonists of human D2 dopamine receptor. P14416. HEK293 TREx D2 cells, calcium flux, dopamine EC80. inhibition, % at 10 µM. 340,000 tested, 2% active. AID 485344; in the data active = inhibition above about 30%; also: 0% is about no effect
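In this primary screen, negative modulation is detected by tracking calcium flux after an EC80 dopamine challenge in inducible HEK293 T-REx D2 cells preexposed to test compound for 180 s.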
An asterisk follows results filed as active; · = not tested or not shown. Rule as the data show it, unless noted: active = activation above about 30%; inactive = the rest.

Preview:
SMILES	RXFP1 antagonist	D1 potentiator	TRHR agonist	D2 PAM	D2 agonist	TRHR enhancer	D1 antag	D1 ag	D2 antagonist
C/C(=N\NC(=O)c1ccc(N)cc1)C1CC1	3	6	-0.3	2	·	-8	-30	1	·
O=C(CSc1ccccc1)Nc1cc(S(=O)(=O)N2CCOCC2)ccc1N1CCOCC1	-1	-6	-0.1	9	2.1	-6	-12	3	7

The whole of this part, repeating the preview:
SMILES	RXFP1 antagonist	D1 potentiator	TRHR agonist	D2 PAM	D2 agonist	TRHR enhancer	D1 antag	D1 ag	D2 antagonist
C/C(=N\NC(=O)c1ccc(N)cc1)C1CC1	3	6	-0.3	2	·	-8	-30	1	·
O=C(CSc1ccccc1)Nc1cc(S(=O)(=O)N2CCOCC2)ccc1N1CCOCC1	-1	-6	-0.1	9	2.1	-6	-12	3	7
O=C(CN1CCN(c2ccccc2O)CC1)NC(c1ccccc1)c1ccccc1	·	0	-0.4	-24	-0.9	-22	-6	1	64*
C=CCN(C(=O)CNC(=O)c1ccco1)C(C(=O)NC1CCCC1)c1ccc(OC)cc1 (stereo not drawn)	3	2	-0.7	·	-3.0	5	-7	1	-16
CCC(=O)NC(c1ccc(N(C)C)cc1)c1c(O)ccc2ccccc12 (stereo not drawn)	-7	5	0.6	-9	0.7	-3	-12	3	8
Cc1ccc(C(=O)NCc2ccc3c(c2)OCO3)cc1	5	-9	0.6	8	-0.2	3	3	1	-18
NS(=O)(=O)c1cc(Cl)c(Cl)c(S(N)(=O)=O)c1	·	0	0.2	-7	0.6	4	30	0	2
CCOC(=O)c1c(NC(=O)CCCOc2ccc(C)cc2)sc2c1CCC(C)C2 (stereo not drawn)	·	-1	1.3	-6	0.9	-1	8	-1	·
COc1ccc(CCNC(=O)CCCCC(=O)NCCc2ccc(OC)cc2)cc1	-2	11	0.3	-2	0.3	0	-8	0	-4
Cc1nn(-c2cc(Cl)ccc2Cl)c(C)c1C(=O)O	-30	-1	-1.8	3	1.9	-4	-19	1	-102
Cn1cnc(S(=O)(=O)N2CCCC(C(=O)NCc3ccc(Cl)cc3)C2)c1 (stereo not drawn)	11	0	0.7	1	0.4	-5	0	-2	·
O=c1c2[nH]c3ccccc3c2nc2n1CCCS2	19	-2	-0.6	-1	-1.2	-7	5	1	2
CCc1c(C)nc2cc(-c3ccccc3)[nH]n2c1=O	0	-8	0.2	-6	1.1	3	1	-3	7
O=S(=O)(NCCc1csc2nc(-c3ccccc3)nn12)c1ccc(Cl)s1	-13	-3	0.2	-5	1.0	-1	·	7	·
COc1ccc(S(=O)(=O)N(CCCN2CCOCC2)Cc2cccc(OC)c2OC)cc1	-7	-1	-0.6	-28	-0.2	13	0	1	2
CCOC(=O)CCCn1nc(C)n2c(cc3sccc32)c1=O	-15	-3	0.1	9	-0.6	-6	6	-1	12
CNC(=O)c1ccc(NC(=O)/C=C/c2cccc(F)c2)cc1	8	-3	-0.3	-7	-0.1	-4	12	5	2
O=C(Nc1ccccn1)c1onc2c1CCCC2	-1	0	0.0	·	·	-1	-12	3	·
Cc1nc2ccc(C(=O)O)cc2c2c1CC(CN)O2 (stereo not drawn)	7	-2	0.7	7	0.8	0	6	6	2
CCOC(=O)C1CCCN(Cc2ccccc2Cl)C1 (stereo not drawn)	10	-4	-0.3	-19	-1.5	-2	-3	3	-12
COc1ccc(OC)c(NC(=O)Nc2cnccn2)c1	2	-8	-0.5	1	0.0	-3	9	3	9
Cn1cc(S(=O)(=O)N2CCN(c3cccc(C(F)(F)F)c3)CC2)c(=O)n(C)c1=O	-3	-4	-0.6	0	0.5	14	1	2	-5
O=C(CN1C(=O)COc2ccc(S(=O)(=O)N3CCCC3)cc21)N1CCN(c2ccccc2)CC1	-19	6	0.4	2	0.8	1	3	0	·
O=C(CSc1ccc(-c2ccc(F)cc2)nn1)NCc1ccco1	-1	-3	-0.2	11	-0.6	2	-2	-1	-13
COc1ccc(-c2cccc(NS(=O)(=O)c3cc(C)c(OC)c(C)c3C)c2)nn1	-19	-2	0.5	12	0.0	7	-21	5	·

Full records from above. Screens in order: RXFP1 antagonist, D1 potentiator, TRHR agonist, D2 PAM, D2 agonist, TRHR enhancer, D1 antag, D1 ag, D2 antagonist
`O=C(CSc1ccccc1)Nc1cc(S(=O)(=O)N2CCOCC2)ccc1N1CCOCC1` across the screens: -1, -6, -0.1, 9, 2.1, -6, -12, 3, 7
`CCOC(=O)C1CCCN(Cc2ccccc2Cl)C1` (stereo not drawn) across the screens: 10, -4, -0.3, -19, -1.5, -2, -3, 3, -12

Continuation.
SMILES	RXFP1 antagonist	D1 potentiator	TRHR agonist	D2 PAM	D2 agonist	TRHR enhancer	D1 antag	D1 ag	D2 antagonist
CC(=O)/C(=N\Nc1ccccc1)Sc1nncn1C	-2	-5	-1.7	0	-1.1	-1	-23	2	-9
Cc1noc(C)c1COc1ccccc1C(=O)NCCc1ccccc1	-2	-7	-0.2	-6	-0.7	-14	-4	0	3
COc1ccc(CNC(=O)c2ccc(-c3nc(CSc4ccc(C)cc4)c(C)o3)cc2)c(OC)c1	·	-3	-0.7	-5	·	4	0	6	·
COCCn1c(SCC(=O)NC2CCCC2)nc2c(c1=O)SCC2	-9	5	0.7	-17	0.1	-3	2	6	-10
COc1ccc(CC(=O)c2ccc(OC)c(OC)c2C)cc1OC	·	0	0.5	-2	0.2	5	-34*	18	-8
COc1ccc(-c2cc3nc(C)c(CCC(=O)NC(C)c4ccccc4)c(C)n3n2)c(OC)c1 (stereo not drawn)	·	-1	0.0	18	0.1	2	-7	-1	·
CCc1ccc(N2CC(C(=O)NCCC3=CCCCC3)CC2=O)cc1 (stereo not drawn)	-5	-2	1.3	-5	0.3	-8	3	0	-6
Cc1nnc(NC(=O)COc2ccc3c(C)cc(=O)oc3c2)s1	-19	6	-0.3	3	-0.4	3	1	1	-7
CCOC(=O)C1=C(C)N=C2SC(C)C(=O)N2C1c1ccccc1 (stereo not drawn)	-5	-1	-0.8	21	1.1	-15	12	2	-12
CC1CCCCN1c1nnc(NC(=O)Cn2c(=O)oc3ccccc32)s1 (stereo not drawn)	·	·	0.2	0	0.6	-3	-4	6	-1
S=C(Nc1ccc(N2CCOCC2)cc1)Nc1ccc2nc(-c3ccco3)c(-c3ccco3)nc2c1	-13	-4	23	-3	13	-3	-8	57*	0
CSC1=N/C(=C/c2cccnc2)C(=O)N1Cc1ccccc1	-12	-3	-0.6	0	0.4	-4	-5	1	5
O=C(COc1ccc2ccccc2c1Br)N1CCCCC1	7	-10	0.5	-12	1.1	4	-32*	2	6
O=C(C1=C(O)C(=O)N(CCN2CCOCC2)C1c1ccc([N+](=O)[O-])cc1)c1cc2ccccc2o1 (stereo not drawn)	12	-11	0.5	-3	-0.4	1	-2	3	-11
COc1ccc(C(=O)Nc2ccc(OCc3ccccc3)cc2)cc1[N+](=O)[O-]	-1	-4	-0.4	-5	0.4	2	-11	3	-24
COc1ccccc1CNC(=O)c1ccc(C)s1	12	-5	-2.1	-6	0.1	-1	-46*	-1	3
CCCS(=O)(=O)c1c(S(=O)(=O)CCC)c2c(C)cccn2c1C(=O)N/N=C/c1cc(O)cc(O)c1	·	2	-3.0	-21	-1.1	0	10	1	-18
CCCc1nc(SCC(=O)O)c2sc(=S)n(-c3ccccc3)c2n1	5	-6	0.3	·	·	5	-1	1	·
COc1ccc(C(=O)COC(=O)c2nn(C)c(=O)c3ccccc23)c(OC)c1	5	5	-0.6	-5	-0.2	-5	10	3	9
CN(C(=O)COc1ccccc1)c1nnc(-c2cccnc2)s1	-1	-1	0.2	-3	-0.9	2	9	2	2
COc1ccc(N2C(=O)CC(NC3CC3)C2=O)cc1 (stereo not drawn)	1	1	0.9	-2	-0.1	1	-9	-3	0
NNC(=O)c1ccc(COc2cccc3cccnc23)cc1	-6	2	-0.9	-3	1.8	5	-6	1	5
Cc1ccc(OC(=O)CN2C(=O)c3ccccc3C2=O)cc1C	8	-2	-0.5	8	-3.2	4	-7	7	-6
O=C(Nc1ccc(Br)cc1F)c1ccc2c(c1)N(Cc1ccccc1)C(=O)CS2=O (stereo not drawn)	-72*	-4	0.0	12	0.0	-1	-3	1	-3
CCN(C(=O)CSc1ccc2ccccc2c1)C1CCS(=O)(=O)C1 (stereo not drawn)	0	3	0.6	-14	0.5	-3	-13	0	7
Remaining list, next part
SMILES	RXFP1 antagonist	D1 potentiator	TRHR agonist	D2 PAM	D2 agonist	TRHR enhancer	D1 antag	D1 ag	D2 antagonist
COc1ccccc1-c1nc(CNC(=O)Nc2ccccc2)c(C)o1	2	0	-0.9	2	·	-1	6	7	·
N#Cc1ccc(S(=O)(=O)NC2CCCCNC2=O)cc1 (stereo not drawn)	-4	5	0.6	-9	0.1	7	4	0	-1
CCc1nc(-c2ccccc2)cc(=O)[nH]1	-25	-1	-0.1	-25	0.6	-5	38	-1	-9
Cc1cc(C)n(-c2ccc(C(=O)Nc3ccc(C)c(S(=O)(=O)N4CCOCC4)c3)cc2)n1	-23	-14	0.8	7	-1.1	9	9	6	-28
CCOc1ccc(CCNC(=O)COC(=O)c2c(OC)cccc2OC)cc1OCC	5	-10	-0.5	1	0.2	-3	-14	0	-5
O=C(Nc1ccc(Cl)cc1)Nc1ccccc1NS(=O)(=O)c1cccs1	-4	-13	0.5	-7	3.8	-5	-33*	21	16
CC1CC(C)CN(S(=O)(=O)c2ccc3c(c2)oc(=O)n3CC(=O)N2CCOCC2)C1 (stereo not drawn)	·	-1	0.0	1	0.1	1	-4	6	-10
COc1cc(OC)c(NC(=O)c2ccc(-n3cnc4cccnc43)cc2)cc1Cl	·	1	0.3	-4	0.8	6	7	0	·
O=C(NCc1ccc2c(c1)CCN2C(=O)c1ccncc1)c1ccc(Cl)cc1	-8	-3	-0.3	-6	-0.3	-3	-16	5	·
O=C(O)c1ccc(-n2c(/C=C/c3ccccc3)nc3ccccc3c2=O)cc1	0	12	0.2	3	2.8	-7	-5	0	4
CCOc1ccc(C(C)=O)cc1COC(=O)c1cnc(Cl)c(Cl)c1	-31	7	-0.4	-2	0.6	23	-9	2	12
Oc1ccccc1OCCOc1ccccc1OCCOc1ccccc1O	-28	-3	0.4	6	2.1	6	13	3	-23
CC(=O)Nc1nc2ccccc2n1CCOc1ccccc1	-16	0	-0.1	-6	0.1	0	-13	3	3
COc1cccc(C(C)N(C)Cc2nc(-c3ccoc3)oc2C)c1 (stereo not drawn)	-7	0	0.2	12	·	-5	6	0	·
CN1C(=S)SC(N(O)C(=O)Nc2ccccc2)C1(C)C (stereo not drawn)	1	-2	0.4	-4	1.8	17	9	5	-7
O=C(NCc1ccccc1)C1CCC1	0	-5	0.1	7	-0.3	-3	-13	0	6
COc1cccc(NC(=O)CSc2nnc(-c3ccco3)c(-c3ccco3)n2)c1	-19	4	-0.6	10	-0.2	3	-4	2	19
Cc1cc(C)nc(N2CCC(C(=O)NCc3ccccc3F)CC2)n1	-4	2	-0.1	·	·	-1	-8	0	·

Individual results from the results shown:
COc1cc(OC)c(NC(=O)c2ccc(-n3cnc4cccnc43)cc2)cc1Cl | TRHR agonist = 0.3
O=C(Nc1ccc(Cl)cc1)Nc1ccccc1NS(=O)(=O)c1cccs1 | D2 antagonist = 16
CN1C(=S)SC(N(O)C(=O)Nc2ccccc2)C1(C)C (stereo not drawn) | D1 potentiator = -2
O=C(NCc1ccccc1)C1CCC1 | D2 antagonist = 6

Screening results (PubChem BioAssay)

An unsorted share of the library. About 7.1% of those tested had a hit in this group.
